D2 potentiator – positively modulates the human D2 dopamine receptor allosterically; P14416; HEK293 T-REx D2, calcium flux, EC20 dopamine potentiation; potentiation, % at 10 µM; hit rate 0.34% among 340,000; AID 485347;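 active = potentiation over 3 SD above the plate norm, cut at about 30% in these data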; also: 0% is about no effect
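Tetracycline-induced HEK293 T-REx cells force-coupled to calcium signalling expressed D2; compounds were pin-added after a 10 s baseline, read kinetically 180 s, then an EC20 dopamine challenge followed with a further 180 s calcium read.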
D2 agonist – D2 dopamine receptor (human) agonism; P14416; HEK293 T-REx D2 cells, calcium flux agonist mode; activation, % at 2 µM; hit rate 0.53% among 340,000;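 active = activation over 3 SD above normal in the single-dose calcium agonist read, cut at about 30% in these data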; also: 0% is about no effect
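Calcium-flux readout, 1 cycle/sec over 180 s following compound pin transfer, in inducible HEK293 Trex D2 cells (force-coupled); dopamine controls included. Positive calcium responses during this window marked compounds as potential agonists.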
D2 antag – D2 dopamine receptor (human) antagonism | P14416 | HEK293 TREx D2 cells, calcium flux, dopamine EC80 | inhibition, % at 10 µM | hit rate 2% among 340,000 | AID 485344; in the data active = inhibition above about 30%; also: 0% is about no effect
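Tetracycline-induced HEK293 TREx cells expressing D2 receptor forced-coupled to calcium signalling, loaded with no-wash calcium dye. Compounds added and calcium flux read 180 s, then dopamine added at EC80 and read a further 180 s.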
D1 ag – human D1 receptor agonism. hit rate 1% among 360,000. HEK293 T-REx D1 cells, calcium flux, agonist mode. activation, % at 2 µM; also: 0% is about no effect
Target sequence (P21728 whole entry, looked up): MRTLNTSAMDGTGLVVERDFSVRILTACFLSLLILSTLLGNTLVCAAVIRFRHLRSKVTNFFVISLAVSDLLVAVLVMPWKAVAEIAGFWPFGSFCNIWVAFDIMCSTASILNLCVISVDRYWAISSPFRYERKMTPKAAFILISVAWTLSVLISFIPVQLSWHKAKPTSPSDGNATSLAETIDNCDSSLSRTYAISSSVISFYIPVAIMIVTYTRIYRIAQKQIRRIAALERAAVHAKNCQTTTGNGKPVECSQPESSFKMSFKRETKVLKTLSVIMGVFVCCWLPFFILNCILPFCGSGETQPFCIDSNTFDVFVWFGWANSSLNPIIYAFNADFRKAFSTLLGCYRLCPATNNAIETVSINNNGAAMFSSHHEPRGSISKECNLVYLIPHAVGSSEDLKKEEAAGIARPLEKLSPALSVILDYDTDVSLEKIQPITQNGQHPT
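Tetracycline-induced HEK293 TREx D1 cells, force-coupled to calcium signalling, were dye-loaded with a no-wash calcium kit. Compound was pin-added after a 10 s baseline. Fluorescence was read kinetically at 1 cycle/s for 180 s, with calcium rises flagged as agonism.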
RXFP1 antagonist – antagonists of human relaxin receptor RXFP1; HEK293-RXFP1, relaxin-stimulated cAMP HTRF, 30 min; hits give low values; AID 1259400; activity change, negative = inhibition, % at 57.5 µM; Q9HBX9; hit rate 0.59% among 350,000;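 active = activity change of -60% or lower, but not beyond a set lower limit; inconclusive = change between -60% and -40%, or beyond the set limit; inactive = change above -40%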; also: % is scaled to controls: 0 for no effect and ±100 for the full control effect
D1 potentiator – human D1 dopamine receptor positive modulation; P21728; HEK293 TREx D1 cells, calcium flux, dopamine EC20 potentiation; potentiation, % at 10 µM; hit rate 0.036% among 360,000; in the data active = potentiation above about 30%; also: 0% is about no effect
D1 antagonist – human D1 dopamine receptor antagonism. P21728. HEK293 TREx D1 cells, calcium flux, dopamine EC80; hits give low values. AID 504652. activity change, negative = inhibition, % at 10 µM. hit rate 3.2% among 360,000; in the data active = activity change below about -30%; also: % is scaled to controls: 0 for no effect and ±100 for the full control effect
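Cells carrying a force-coupled, tetracycline-inducible human D1 receptor report calcium flux. Each well gets a 10 s baseline, compound with 180 s monitoring, then an EC80 dopamine stimulus with a second 180 s kinetic read.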
TRHR agonist – agonists of human TRH receptor; P34981; TRHR cells, calcium flux fluo-8, FDSS agonist mode; activation, % at 2 µM; hit rate 0.18% among 360,000; also: 0% is about no effect
Target sequence (P34981 whole entry, looked up): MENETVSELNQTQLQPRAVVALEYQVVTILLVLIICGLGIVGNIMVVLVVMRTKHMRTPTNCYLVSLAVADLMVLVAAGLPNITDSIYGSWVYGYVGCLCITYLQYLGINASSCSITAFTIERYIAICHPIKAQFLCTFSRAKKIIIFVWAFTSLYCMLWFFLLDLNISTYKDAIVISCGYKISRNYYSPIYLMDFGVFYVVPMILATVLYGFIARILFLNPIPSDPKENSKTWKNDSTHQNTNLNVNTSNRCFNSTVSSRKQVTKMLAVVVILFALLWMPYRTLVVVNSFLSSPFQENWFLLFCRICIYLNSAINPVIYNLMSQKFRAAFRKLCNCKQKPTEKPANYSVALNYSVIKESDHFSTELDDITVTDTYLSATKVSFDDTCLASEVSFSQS
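TRHR-expressing cells, plated overnight in medium with 10% serum, were loaded with fluo-8 calcium dye at room temperature. After a 10 s baseline, library compound was pin-added and calcium release was recorded kinetically (ex 480/em 530) as agonist response.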
TRHR enhancer – allosteric enhancers of human TRH receptor; P34981; TRHR cells, fluo-8 calcium fluorescence, EC20 TRH enhancement; enhancement, % at 2 µM; hit rate 0.66% among 360,000; in the data active = enhancement above about 30%; also: 0% is about no effect
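Enhancer read-out: after compound pinning and an initial kinetic agonist-mode read, an EC20 of TRH (10 nM final) was injected and fluo-8 calcium signal (Ex 480/Em 530) followed at 1 s/cycle for 100 cycles in TRHR-expressing cells.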
* = called active by the depositor; u = inconclusive; x = not tested or not shown. Rule as the data show it, unless noted: active = activation above about 30%; inactive = the rest.

| no. | molecule | D2 potentiator | D2 agonist | D2 antag | D1 ag | RXFP1 antagonist |
| --- | --- | --- | --- | --- | --- | --- |
| 1 | Cc1c(Br)c([N+](=O)[O-])nn1CC(=O)Nc1ccc2nc3n(c(=O)c2c1)CCCC3 | 5 | 0.4 | 20 | 0 | -21 |
| 2 | Cc1ccc(S(=O)(=O)NC(=O)COc2ccccc2C(N)=O)cc1 | -11 | 0.4 | 7 | 1 | 18 |
| 3 | CC(C)CC(=O)NC(=S)NCCc1ccccc1 | -2 | -0.2 | 20 | 3 | -3 |
| 4 | COc1ccccc1C(CNC(=O)c1cccc(NS(=O)(=O)c2ccc(C)c(F)c2)c1)N1CCCC1 (configuration not stated) | -10 | 0.4 | -2 | 2 | -20 |
| 5 | Cc1cc(C(=O)N2CCCC(N3CCN(Cc4ccc5c(c4)OCO5)CC3)C2)n[nH]1 (configuration not stated) | -6 | 1.1 | -7 | 2 | u |
| 6 | Cc1ccc(S(=O)(=O)N2CCCCC2C(=O)Nc2nncs2)cc1 (configuration not stated) | -5 | -0.4 | -7 | 0 | -10 |
| 7 | Cc1nc2c(c(C)nn2-c2ccccc2)c(C)c1CCC(=O)NCCc1ccc(Cl)cc1 | 5 | -0.1 | x | 4 | 29 |
| 8 | O=C(O)CCCCCn1c(SCc2cc(=O)n3cc(Cl)ccc3n2)nc2ccsc2c1=O | 8 | -0.8 | 11 | -1 | 9 |
| 9 | CCCC(C)NC(=O)Cc1ccc(Br)cc1 (configuration not stated) | 26 | -0.1 | -5 | -1 | 3 |
| 10 | COc1ccc(CC(=O)Nc2sc3c(c2C#N)CC(C)(C)NC3(C)C)cc1OC | -4 | 0.2 | 9 | 6 | 0 |
| 11 | Cc1cc(CN(C)C(=O)c2cc(COc3ccc(F)cc3Cl)on2)n[nH]1 | x | x | x | 13 | 2 |
| 12 | CCN(CC)S(=O)(=O)c1ccc(NC(=O)c2c(C)oc3ncnc(N4CCOCC4)c23)cc1 | 3 | -0.5 | x | 0 | -1 |
| 13 | Cn1c(-c2ccc(F)cc2)cc2onc(-c3ccccc3Cl)c2c1=O | -2 | -1.2 | 8 | 6 | x |
| 14 | CSCCC(NC(=O)c1ccccc1Cl)C(=O)NCC1COc2ccccc2O1 (configuration not stated) | 15 | 0.3 | 15 | 1 | 0 |
| 15 | O=C(N1CCN(CCO)CC1)N1c2ccccc2CCc2ccccc21 | -8 | 0.3 | -1 | 1 | -2 |

| no. | D1 potentiator | D1 antagonist | TRHR agonist | TRHR enhancer |
| --- | --- | --- | --- | --- |
| 1 | -7 | -25 | -0.4 | -8 |
| 2 | 1 | 5 | 0.9 | -5 |
| 3 | -7 | -23 | -0.7 | -1 |
| 4 | -7 | 10 | 0.4 | 5 |
| 5 | -6 | 18 | 0.0 | 3 |
| 6 | -3 | -6 | 0.4 | -2 |
| 7 | -2 | 0 | 0.1 | 2 |
| 8 | -12 | 14 | -1.0 | -2 |
| 9 | 3 | -9 | -0.3 | 1 |
| 10 | -2 | -9 | -0.2 | -1 |
| 11 | -4 | -18 | 0.0 | 6 |
| 12 | -2 | -10 | 0.5 | 25 |
| 13 | -4 | -12 | 0.2 | -8 |
| 14 | -5 | 10 | -0.5 | -3 |
| 15 | 3 | -14 | 0.6 | 6 |

Next section
| no. | molecule | D2 potentiator | D2 agonist | D2 antag | D1 ag | RXFP1 antagonist |
| --- | --- | --- | --- | --- | --- | --- |
| 16 | O=C(OC(C(=O)NC1CCCC1)c1ccc(F)cc1)c1ccno1 (configuration not stated) | -10 | 1.5 | 11 | 0 | 20 |
| 17 | CC(=O)C(=[N+]=[N-])C(=O)NCc1ccccc1 | 1 | 0.1 | -13 | 2 | -2 |
| 18 | Cc1cc(COC(=O)C2N3C(=O)[C@@H](NC(=O)COc4ccccc4)[C@H]3SC2(C)C)on1 (some centres not stated) | -1 | 0.9 | 9 | 1 | x |
| 19 | O=C(NCc1ccc2c(c1)OCO2)C1CC(=O)N(CCc2ccc(Cl)cc2)C1 (configuration not stated) | -7 | -0.7 | -4 | 1 | -3 |
| 20 | Cc1ccc(C)c(N2CCN(C(=O)C3CCN(S(=O)(=O)c4cn(C)cn4)CC3)CC2)c1 | x | 0.3 | x | -3 | 15 |
| 21 | N#CC1=C(N)N(c2ccc(Cl)c(Cl)c2)C(=O)C1 | 14 | 1.5 | -6 | 2 | -3 |
| 22 | COc1cc(/C=C/c2nc3ccccc3c(=O)[nH]2)cc(Cl)c1O | -11 | x | x | 14 | 0 |
| 23 | C/C(CCc1ccco1)=N\NC(=O)CNc1c(Br)cc(Br)cc1Br | -15 | x | x | 4 | -1 |
| 24 | Cc1cccc(-c2nc3c(cnn3-c3ccccc3)c(=O)n2-c2ccc(Cl)cc2)c1 | x | -0.3 | x | 6 | -20 |
| 25 | O=C(NCCCN1CCCCC1)C1CCCN(c2ncnc3c2nc2n3CCCCC2)C1 (configuration not stated) | -1 | 0.4 | -22 | 1 | 2 |
| 26 | COc1ccc(C(=O)O/N=C(\C)c2cnccn2)cc1 | -11 | -0.2 | 0 | -1 | 3 |
| 27 | COCCNC(=O)Cn1nc(-c2ccccc2C)ccc1=O | 11 | 0.2 | 8 | 3 | -2 |
| 28 | Cc1cc(Cl)c(OCCCn2ccnc2)c(Br)c1 | -1 | 0.5 | 3 | 7 | 1 |
| 29 | CC(=O)c1cccc(NC(=S)NCCC2=CCCCC2)c1 | -17 | 1.7 | -3 | 8 | -5 |
| 30 | CCOC(=O)c1c(C)[nH]c(C)c1S(=O)(=O)Nc1ccc(CN2CCCCC2)cc1 | -6 | 0.4 | -8 | 3 | 11 |

| no. | D1 potentiator | D1 antagonist | TRHR agonist | TRHR enhancer |
| --- | --- | --- | --- | --- |
| 16 | 2 | -10 | -0.2 | -10 |
| 17 | -2 | 3 | 0.6 | 1 |
| 18 | -5 | 21 | -0.1 | -4 |
| 19 | 4 | -23 | -0.5 | -6 |
| 20 | 1 | 1 | 0.8 | 1 |
| 21 | -4 | -2 | 1.1 | -6 |
| 22 | -4 | 5 | 12 | -1 |
| 23 | -2 | -44* | 0.9 | 26 |
| 24 | -3 | -36* | 0.8 | -5 |
| 25 | -6 | -15 | -0.1 | 2 |
| 26 | -2 | x | -0.4 | 1 |
| 27 | -7 | 4 | 0.1 | 8 |
| 28 | -6 | 1 | -0.4 | -3 |
| 29 | -5 | -11 | -0.5 | 4 |
| 30 | -5 | 6 | -0.1 | 1 |

Continued.
| no. | molecule | D2 potentiator | D2 agonist | D2 antag | D1 ag | RXFP1 antagonist |
| --- | --- | --- | --- | --- | --- | --- |
| 31 | COC(=O)[C@@H]1C[C@H]2CC[C@H](O)C[C@H]2N1Cc1ccc(C(C)(C)C)cc1 | 11 | 0.0 | 8 | 2 | x |
| 32 | COc1cc(C(C(=O)NC2CCCC2)N(Cc2ccco2)C(=O)c2snc(C(N)=O)c2N)cc(OC)c1OC (configuration not stated) | 8 | 0.5 | -22 | 0 | 6 |
| 33 | Cc1cccn2cc(CNc3ccccc3)nc12 | -7 | -2.4 | -14 | 3 | 3 |
| 34 | Cc1cc(NC(=O)CSc2nnc(C(C)N(C)C)n2-c2ccc(F)cc2)no1 (configuration not stated) | 1 | 0.0 | -10 | 0 | -5 |
| 35 | CCOC(=O)Cn1cnc2sc3c(c2c1=O)CCC3 | 9 | 0.2 | -7 | 1 | -2 |
| 36 | COc1ccccc1-c1cc(C(=O)O)c2c(=O)n(C)c(=O)n(Cc3ccccc3)c2n1 | 16 | -0.4 | 9 | 8 | 2 |
| 37 | O=[N+]([O-])c1ccccc1Nc1nc(-c2cccnc2)cs1 | 2 | -1.5 | 11 | 3 | 13 |
| 38 | Cc1ccc(S(=O)(=O)Cn2nnnc2C(c2ccccn2)N2CCN(c3ccccc3)CC2)cc1 (configuration not stated) | -11 | 0.0 | -3 | 6 | 22 |
| 39 | CCC1CCCCN1C(=O)c1ccc(OC2CCN(C(=O)C3CC3)CC2)cc1 (configuration not stated) | 4 | -0.4 | 2 | 0 | -8 |
| 40 | Cc1cc(C)c(S(=O)(=O)Nc2ccc(C(N)=O)cc2)c(C)c1 | 11 | 1.6 | 9 | 2 | 0 |
| 41 | O=C(O)CSc1nnc(CNc2ccc(Cl)cc2)n1Cc1ccccc1 | -21 | -0.2 | -6 | 1 | 0 |
| 42 | CC(C)[C@H](NC(=O)[C@@H]1Cc2ccccc2CN1)C(=O)NC1CCCCC1 | 2 | 0.1 | -8 | 0 | 11 |
| 43 | CCn1c(=O)c(NC(=O)c2ccccc2)c2n(c1=S)CCCCC2 | 1 | -0.4 | 26 | 1 | 9 |
| 44 | CCN(CC)C(=O)CN(c1cccc(OC)c1)S(=O)(=O)c1ccc(C)cc1 | 2 | -0.7 | 2 | 0 | -7 |
| 45 | CC(C)c1ccc(C2C3CSCC=C3C(C#N)=C(N)C2(C#N)C#N)cc1 (configuration not stated) | 6 | 0.0 | 15 | 4 | x |

| no. | D1 potentiator | D1 antagonist | TRHR agonist | TRHR enhancer |
| --- | --- | --- | --- | --- |
| 31 | -8 | -34* | -0.2 | 6 |
| 32 | -6 | 4 | 0.4 | 2 |
| 33 | 9 | -2 | 0.0 | 1 |
| 34 | 0 | -11 | -0.3 | 8 |
| 35 | 0 | 2 | 0.3 | -1 |
| 36 | 0 | 0 | 0.5 | -1 |
| 37 | -7 | 12 | -1.1 | 4 |
| 38 | -3 | -1 | -0.8 | -1 |
| 39 | 1 | -8 | 0.4 | -4 |
| 40 | -2 | -43* | 0.3 | 1 |
| 41 | -7 | 2 | -0.4 | -3 |
| 42 | 3 | 14 | 21 | 2 |
| 43 | 5 | -20 | 0.3 | -2 |
| 44 | -5 | 1 | -1.0 | -3 |
| 45 | -5 | 16 | 0.4 | 1 |

One compound at a time, from the list above. Screens in order: D2 potentiator, D2 agonist, D2 antag, D1 ag, RXFP1 antagonist, D1 potentiator, D1 antagonist, TRHR agonist, TRHR enhancer
`COc1cc(/C=C/c2nc3ccccc3c(=O)[nH]2)cc(Cl)c1O` is listed with -11, x, x, 14, 0, -4, 5, 12, -1
`Cc1ccc(S(=O)(=O)NC(=O)COc2ccccc2C(N)=O)cc1` is listed with -11, 0.4, 7, 1, 18, 1, 5, 0.9, -5
`Cc1c(Br)c([N+](=O)[O-])nn1CC(=O)Nc1ccc2nc3n(c(=O)c2c1)CCCC3` is listed with 5, 0.4, 20, 0, -21, -7, -25, -0.4, -8
`O=[N+]([O-])c1ccccc1Nc1nc(-c2cccnc2)cs1` is listed with 2, -1.5, 11, 3, 13, -7, 12, -1.1, 4
`CCN(CC)S(=O)(=O)c1ccc(NC(=O)c2c(C)oc3ncnc(N4CCOCC4)c23)cc1` is listed with 3, -0.5, x, 0, -1, -2, -10, 0.5, 25

2 of these compounds, set out differently.
44) CCN(CC)C(=O)CN(c1cccc(OC)c1)S(=O)(=O)c1ccc(C)cc1
  D2 potentiator = 2	D2 agonist = -0.7	D2 antag = 2	D1 ag = 0	RXFP1 antagonist = -7	D1 potentiator = -5	D1 antagonist = 1	TRHR agonist = -1.0	TRHR enhancer = -3

45) CC(C)c1ccc(C2C3CSCC=C3C(C#N)=C(N)C2(C#N)C#N)cc1 (configuration not stated)
  D2 potentiator = 6	D2 agonist = 0.0	D2 antag = 15	D1 ag = 4	RXFP1 antagonist = x	D1 potentiator = -5	D1 antagonist = 16	TRHR agonist = 0.4	TRHR enhancer = 1

High-throughput results (PubChem)
